aSyn yeast rescue: alpha-synuclein toxicity suppression in yeast | S. cerevisiae alpha-synuclein toxicity rescue, BacTiter-Glo growth, 24 h | Potency, µM (highest dose often 46.1 µM), for the others: top-dose growth rescue (activation), actives largely listed as activators | 94,000 tested, 0.02% active | AID 1347070; active means well fitted activation curve with a large enough effect; inconclusive means small, poorly fitted or top-dose-only effect; further: 0% is about no effect
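Growth restoration measured by BacTiter-Glo luminescence after 24 hr at 30 deg C; alpha-synuclein yeast, raffinose-pregrown to mid-log, were added at OD600=0.02 in galactose medium onto pinned compounds.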
* hit, by the source's call; ? = inconclusive; & = joins results of further samples; [ ] = another dose, or the depositor's remark. Potency means the concentration at half of the fitted maximal effect.

Start of the listing, in advance:
SMILES | aSyn yeast rescue
O=c1cc(CNc2cc(Cl)ccc2Cl)nc2sccn12 | ?
Cc1cccc(C)c1NC(=O)c1nc(SC(C)C)ncc1Cl | -17%
O=C(NCC1CCN(Cc2cccc(Cl)c2)CC1)c1cc2ccc3cccnc3c2[nH]1 | 0%
O=C(Cc1ccc(-c2ccccc2)cc1)NCCS(=O)(=O)N1CCN(c2ccccc2)CC1 | -7%
CN(C)S(=O)(=O)c1ccc2c(c1)N(CC(=O)Nc1ccc(OC(F)(F)F)cc1)C(=O)CS2 | -5%

This part in full, from the first entry:
SMILES | aSyn yeast rescue
O=c1cc(CNc2cc(Cl)ccc2Cl)nc2sccn12 | ?
Cc1cccc(C)c1NC(=O)c1nc(SC(C)C)ncc1Cl | -17%
O=C(NCC1CCN(Cc2cccc(Cl)c2)CC1)c1cc2ccc3cccnc3c2[nH]1 | 0%
O=C(Cc1ccc(-c2ccccc2)cc1)NCCS(=O)(=O)N1CCN(c2ccccc2)CC1 | -7%
CN(C)S(=O)(=O)c1ccc2c(c1)N(CC(=O)Nc1ccc(OC(F)(F)F)cc1)C(=O)CS2 | -5%
O=C(N/N=C/c1ccccc1)c1c(O)c2ccccc2[nH]c1=O | 4%
COc1ccc(C(=O)/C=C/Nc2ccc(S(=O)(=O)Nc3nc(C)cc(C)n3)cc2)c(OC)c1 | 5%
O=[N+]([O-])c1cc(-c2nc(-c3ccccc3)no2)ccc1NCc1cccnc1 | 8%
Cc1nnc(SCC(=O)N2CC(=O)Nc3ccccc32)s1 | 4%
Cc1ccc(OCc2nc(-c3ccc(C(=O)N4CCN(c5ccccc5F)CC4)cc3)oc2C)cc1 | 2%
COc1cc(OC)c(NC(=O)N2CCc3c(sc4c3CCCC4)C2c2ccccc2)cc1Cl (configuration not stated) | 5%
Cc1ccccc1NC(=O)CN1C(=O)S/C(=C\c2ccc(-c3cc(C(=O)O)ccc3C)o2)C1=O | -2%

Some of the entries so far, tab-delimited.
canonical_smiles	aSyn yeast rescue
O=C(Cc1ccc(-c2ccccc2)cc1)NCCS(=O)(=O)N1CCN(c2ccccc2)CC1	-7%
Cc1nnc(SCC(=O)N2CC(=O)Nc3ccccc32)s1	4%
O=c1cc(CNc2cc(Cl)ccc2Cl)nc2sccn12	?

The list goes on:
SMILES | aSyn yeast rescue
Cn1c(NCc2ccc(Cl)cc2)nc2ccccc21 | 10%
COC(=O)c1ccc(CSc2nc3c([nH]c4ccccc43)c(=O)n2-c2ccc(OC)cc2)o1 | -10%
CN(C)S(=O)(=O)c1cccc(NC(=O)COC(=O)CNC(=O)c2ccccc2F)c1 | -5%
CCOC(=O)C1CC(c2ccccc2)=NNC1=O (configuration not stated) | 4%
Cc1cc(C)c2oc(-c3cccc(NC(=O)c4ccc(-c5cccc([N+](=O)[O-])c5)o4)c3)nc2c1 | -7%
Cc1ccc(CN2CCSc3ccc(C(=O)N4CCN(c5cccc(C)c5C)CC4)cc32)cc1 | 14%
O=C1CCN(C(=O)/C=C/c2ccccc2)c2ccccc21 | 16%
COc1ccccc1C(=O)NCc1nnnn1-c1ccc(C)c(C)c1 | -3%
Cc1ccc(-n2nc(C)c3c(C(=O)NCc4ccccc4)cc(C4CC4)nc32)cc1 | -22%
N=C(CC1CC(=O)NC(=O)C1)C1=C(O)CCCC1=O | 0%
CC1=C(c2ccc(C(C)C)cc2)S(=O)(=O)N=C1N1CCC(C(=O)NCCc2ccco2)CC1 | -2%
CCc1ccc(NC(=O)[C@H](C)NC(=O)C2CCN(C(=O)[C@@H](N)Cc3ccccc3)CC2)cc1 | 1%
CCN(CC)C(=O)c1cc(-c2ccc(Cl)cc2)on1 | -6%
COc1ccc(-c2[nH]ncc2C(=O)NCc2ccccc2OC)cc1 | 3%
Cc1c(/C=N/NC(=O)c2cc(C(C)(C)C)[nH]n2)c2ccccc2n1C | -1%
CN1C(=S)N2CCCN2C1c1ccccc1 (configuration not stated) | -4%
O=C(Nc1cccc(-c2nc3ccccc3s2)c1)c1cc(-n2cnnc2)ccc1Cl | 6%
COc1cccc(-c2nc(CS(=O)(=O)CC(=O)Nc3cccc(C(C)=O)c3)c(C)o2)c1 | -7%
CCCN1CCN(CCCNC(=O)c2cc3c(=O)n(C)c4ccccc4c3n2C)CC1 | -11%
COc1ccc(-c2nnc(SCC(=O)Nc3ccc(C(C)C)cc3)nc2-c2ccc(OC)c(OC)c2)cc1OC | 3%
O=C(Nc1ccn(CCCN2CCN(Cc3cccc4ccccc34)CC2)c(=O)n1)OCc1ccccc1 | -13%
CCN(CC)S(=O)(=O)c1ccc(OC)c(-n2cnnn2)c1 | -2%&3%
CC(C)CNCC1OCc2ccccc2CO1 | 6%
CC(C)Cc1nn2c(=O)cc(COC(=O)c3ccc(NC(=O)CCc4ccccc4)cc3)nc2s1 | -4%
CCCCCn1c(=O)c2c(nc3n2CCN3c2ccc(Br)cc2)n(C)c1=O | -2%
O=C(Nc1cccc([N+](=O)[O-])c1)Nc1ccc(Cl)cn1 | 4%
Cc1cn(C)c(CC(=O)NCc2ccc(Cl)cc2)c1C(=O)O | -2%
Cc1cccc(NC(=O)c2sc3nc4n(c(=O)c3c2C)N=C(c2ccc(F)cc2)CS4)c1C | -7%
N#Cc1ccc(COC(=O)c2cnc(Cl)c(Cl)c2)cc1 | 6%
Cc1ccc(N(C)C(=O)CC(C)S(=O)(=O)c2ccc3c(c2)NC(=O)CO3)cc1 (configuration not stated) | 1%
CCOC(=O)N/N=C/c1cccnc1 | 0%
Cc1ccc(-n2ncc(C(=O)NCCCN3CCCCC3)c2C2CCN(C(=O)OC(C)(C)C)CC2)cc1 | 5%
C[C@@H]1CN([C@H](C)CO)C(=O)CCCn2nncc2CO[C@H]1CN(C)C(=O)CCC(F)(F)F | 1%
NS(=O)(=O)c1ccc(CCNC(=O)c2ccc3nc(Cc4ccccc4)oc3c2)cc1 | 4%
NS(=O)(=O)c1cccc(NC(=O)CSc2nnc(-c3ccccc3F)n2C2CC2)c1 | -3%
CCOCCCNC(=O)C(c1ccccc1)N(Cc1ccc2c(c1)OCO2)C(=O)c1ccc(NC(C)=O)cc1 (configuration not stated) | -3%
Cc1ccc(S(=O)(=O)N2C[C@]3(O)C[C@@H]4C(=O)N(c5ccccc5)C(=O)[C@@H]4C[C@]3(OC(=O)NC3CCCC3)C2)cc1 | 1%
CC(C)c1ccc(Nc2c(-c3ccccn3)nc3ccccn23)cc1 | ?
Cc1ccc(NC(=O)CN(C)C(=O)COC(=O)/C=C/c2cccs2)cc1 | 1%
CCOc1ccc(C(=O)Nc2ccc3c(c2)OCCO3)cc1Br | -7%
CCOC(=O)c1sc(NC(=O)c2cc(-c3ccc(F)cc3)on2)c(C(=O)OCC)c1C | -5%
Cc1cc(C)cc(NC(=O)c2sc3nc4n(c(=O)c3c2C)N=C(c2ccccc2)CS4)c1 | -9%
CCOc1ccc(NC(=O)Cn2c(=O)nc(-c3ccccc3)c3ccccc32)cc1 | 5%
Cc1cc(C)c(NC(=O)Cn2c(=O)n(-c3ccc(CC(=O)NCC4CCCO4)cc3)c(=O)c3ccccc32)c(C)c1 (configuration not stated) | -3%
O=C(NCCc1ccc(Cl)cc1)c1ccc(CS(=O)Cc2cccc(Cl)c2)o1 (configuration not stated) | 4%
Cc1cc(C)c(C(=O)COC(=O)c2cccc(S(=O)(=O)N3CCOCC3)c2)cc1C | 4%
CCOC(COC(=O)c1ccccc1C(=O)O)c1ccccc1 (configuration not stated) | 7%
CCCn1c(CC)nc([N+](=O)[O-])c1Sc1ncn[nH]1 | -9%
CCOc1ccc(NS(=O)(=O)c2ccc3c(c2)CCN3C(C)=O)cc1 | -8%
COC(=O)c1sc2cccc(F)c2c1S(=O)(=O)NCc1ccccc1Cl | ?
Cc1ccc([N+](=O)[O-])cc1S(=O)(=O)NCc1cccnc1 | -5%
COC(=O)c1cc(=O)n(Cc2ccc3c(c2)OCO3)c(=Nc2ccc(F)c(Cl)c2)s1 | 4%
O=C(NCCCN1CCOCC1)C(=O)N/N=C/c1ccccc1O | -5%
CCOC(=O)c1c(C)oc2nc(C)nc(NCc3ccccc3Cl)c12 | -1%
COc1ccc(NS(=O)(=O)c2ccc3c(c2)n(C)c(=O)c(=O)n3C)cc1Cl | -7%
Cc1cc(C)c(S(=O)(=O)N2CCN(C(=O)c3ccc(-n4cncn4)c([N+](=O)[O-])c3)CC2)c(C)c1 | 13%
COc1ccc(OCC(=O)NC2CC(=O)N(c3cccc(OC)c3)C2)cc1 (configuration not stated) | -6%
CNC(=S)SCCOc1ccccc1 | -9%
COC(=O)c1c(-c2ccc(Cl)cc2)noc1N1CCN(c2ccc(C)cc2C)CC1 | 2%
COc1ccc(CCNC(=O)c2sc3nc4n(c(=O)c3c2C)CCCC4)cc1OC | 0%

Additional compounds follow:
SMILES | aSyn yeast rescue
CCOc1ccc(N2CC(c3nc4ccccc4n3CCOc3ccccc3OC)CC2=O)cc1 (configuration not stated) | ?
N#CCCCCN1CCCC1 | 9%
COc1cccc(NS(=O)(=O)c2cn(C)c(=O)n(C)c2=O)c1 | -3%
O=C(COc1ccccc1Cl)Nc1nnc(S(=O)(=O)N2CCCC2)s1 | 5%
O=C(C1CC=CCC1)N1CCC(CO)(Cc2ccc(Cl)cc2)CC1 (configuration not stated) | 11%
O=C(NCCN1CCCCC1)/C(=C/c1ccco1)NC(=O)c1ccccc1 | -43%[inhibitor]
CCOC(=O)c1sc(NC(=O)Nc2ccc(F)cc2)nc1C | 5%
O=C(NCCc1ccc(Cl)cc1)c1ccc(CS(=O)(=O)c2ccc(Cl)cc2)o1 | 2%
CCOC(=O)c1ccc(NC(=O)CC2C(=O)N(c3ccccc3)C(=O)N2Cc2cccs2)cc1 (configuration not stated) | 3%
COC(=O)c1cc2c(ccn2-c2ccc(F)cc2)n1Cc1ccc(C#N)cc1 | 8%
CC(C)c1ccc(NC(=O)CSC2=Nc3ccccc3C3=NC(CC(=O)NCc4ccco4)C(=O)N23)cc1 (configuration not stated) | 5%
COc1ccc(-c2cn3c(C)c(C(=O)NC(C)(C)C)sc3n2)cc1 | -2%
CCOC(=O)c1cc(S(=O)(=O)NCc2ccc(C)cc2)[nH]n1 | -3%
CC1CCN(CC(C)OC(=O)c2ccc3c(c2)OCCO3)CC1 (configuration not stated) | -3%
O=C1CCCN1CCC1CCCCN1Cc1nc(-c2cnccn2)no1 (configuration not stated) | -5%
O=S1(=O)CCN(CCCCc2ccccc2)CC1 | -1%
CC(C)c1ccc(-c2noc(SCC(=O)N(C)c3ccc(F)cc3)n2)cc1 | -12%
O=C(CSc1nnc(Cc2ccccc2)o1)c1ccc2c(c1)OCO2 | 10%
CN(c1ccc(C(=O)NCC2CCCO2)cc1)S(=O)(=O)c1ccc(Cl)cc1 (configuration not stated) | 2%
Cc1cc(NC(=O)CCCn2c(C)c3cnn(-c4ccccc4)c(=O)c3c2C)ccc1Br | -23%
Cc1ccc(Sc2c(CO)c(-c3ccccc3)nn2C)cc1 | 6%
Cc1ccc(N(CCC#N)C(=O)COC(=O)c2cc(C)no2)cc1 | 3%
O=C(CCn1c(=O)c2ccccc2n(Cc2ccc(F)cc2Cl)c1=O)NCc1ccc2c(c1)OCO2 | 0%
COc1ccc(OCCOC(=O)CNC(=O)c2ccc(F)cc2)cc1 | 7%
CCCN(C(=O)c1cc2c(s1)-c1ccccc1OC2)c1ccccc1F | -48%[inhibitor]
O=C(COC(=O)CCSc1ccc(Cl)cc1)NCc1ccccc1 | 9%
COc1ccc(Cl)cc1NC(=O)C1CCCN(S(=O)(=O)c2ccc3c(c2)CCCC(=O)N3)C1 (configuration not stated) | -3%
Cc1noc(/C=C/N(C)C)c1S(=O)(=O)N1CCCC(C(=O)Nc2ccc3c(c2)OCO3)C1 (configuration not stated) | -4%
Cc1ccccc1Cc1c(C)nc2nc(SCC(=O)N(C)c3ccccc3)nn2c1C | 3%
COc1ccc(NC(=O)CN2C(=O)C(c3ccccc3)=NC23CCC(C)CC3)cc1Cl (configuration not stated) | 6%
CC(NS(=O)(=O)c1ccc(Br)cc1)C(c1cccs1)N1CCOCC1 (configuration not stated) | 4%
O=C(COC(=O)CCc1ccccc1)Nc1ccc(F)cc1Cl | -3%
COc1ccc(/C=C/C(=O)Nc2ccc3nc4c(c(Nc5ccccc5OC)c3c2)CCCC4)cc1 | -53%[inhibitor]
O=C(NCc1ccccc1Cl)C1CCC(CNS(=O)(=O)c2ccc(Br)s2)CC1 (configuration not stated) | -11%
Cc1ccc(NC(=O)CN2C(=O)CCc3cc(S(=O)(=O)N4CCCCC4)ccc32)cc1N(C)C | 7%
O=C(NCc1ccc2c(c1)CCN2C(=O)c1ccc(Cl)cc1)c1cccc(F)c1 | 3%
Cc1ccc(OCc2cc(=O)n3c4c(sc3n2)CCCC4)c(C)c1 | 2%
COC(=O)[C@@H](NC(=O)c1ccc2c(c1)S(=O)(=O)c1ccccc1C2=O)C(C)C | -5%
Cc1cccc(NC(=O)C(NS(=O)(=O)c2cccc3nsnc23)c2ccccc2)c1C (configuration not stated) | 0%
Cc1nc(-c2ccc(NC(=O)c3ccccc3Br)cc2)cs1 | -17%
O=C(NCCc1csc2nc(-c3ccccc3F)nn12)c1ccco1 | 4%

Shown field by field: part of the list above
> Cc1cc(C)c(S(=O)(=O)N2CCN(C(=O)c3ccc(-n4cncn4)c([N+](=O)[O-])c3)CC2)c(C)c1
  aSyn yeast rescue: 13%
> O=S1(=O)CCN(CCCCc2ccccc2)CC1
  aSyn yeast rescue: -1%
> O=C(N/N=C/c1ccccc1)c1c(O)c2ccccc2[nH]c1=O
  aSyn yeast rescue: 4%
> COc1ccc(/C=C/C(=O)Nc2ccc3nc4c(c(Nc5ccccc5OC)c3c2)CCCC4)cc1
  aSyn yeast rescue: -53%[inhibitor]

Bioassay records as filed in PubChem.

This is a subset; the hit share may differ from the screen's.
